# Bioassay records from PubChem.
# CHT PAM: human CHT allosteric activation; Q9GZV3; CHT-expressing cells, membrane potential dye, choline EC20; stronger effect = higher value; LV-AA mutant CHT in HEK293 cells; B-score at 10 µM; 310,000 compounds, 0.49% hits; AID 488977;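 active = initial fluorescence not abnormally high and integrated response B-score, plate-corrected, over 3 SD above library mean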
# Target sequence (Q9GZV3 whole entry, looked up): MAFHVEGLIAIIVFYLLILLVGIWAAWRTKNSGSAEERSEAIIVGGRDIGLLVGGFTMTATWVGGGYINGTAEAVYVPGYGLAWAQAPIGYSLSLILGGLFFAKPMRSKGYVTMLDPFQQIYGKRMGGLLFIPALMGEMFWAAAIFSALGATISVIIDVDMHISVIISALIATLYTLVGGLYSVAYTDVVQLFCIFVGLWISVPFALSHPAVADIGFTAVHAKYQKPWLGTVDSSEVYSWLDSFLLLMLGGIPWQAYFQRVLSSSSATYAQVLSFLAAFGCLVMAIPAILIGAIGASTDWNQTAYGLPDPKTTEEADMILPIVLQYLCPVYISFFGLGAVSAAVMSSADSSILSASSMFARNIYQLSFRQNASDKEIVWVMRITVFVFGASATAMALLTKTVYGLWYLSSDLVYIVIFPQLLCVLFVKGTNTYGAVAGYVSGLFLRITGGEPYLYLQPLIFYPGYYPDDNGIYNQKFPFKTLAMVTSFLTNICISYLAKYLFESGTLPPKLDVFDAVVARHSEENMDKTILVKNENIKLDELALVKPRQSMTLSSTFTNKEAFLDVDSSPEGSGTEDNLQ
# OX1R antag: antagonists of human orexin 1 receptor; CHO/OX1R cells, Fluo-8 calcium fluorescence, orexin A; inhibition, % at 5 µM; 330,000 compounds, 0.43% hits; AID 434989;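 active = inhibition above its plate's threshold, mean inhibition of all tested compounds on the plate plus 3 SD, cut at about 37% in these data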;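 also: 0% = orexin A challenge wells and 100% = SB-334867-A antagonist wells; not every result past the cut was called active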
# Target sequence (O43613 whole entry, looked up): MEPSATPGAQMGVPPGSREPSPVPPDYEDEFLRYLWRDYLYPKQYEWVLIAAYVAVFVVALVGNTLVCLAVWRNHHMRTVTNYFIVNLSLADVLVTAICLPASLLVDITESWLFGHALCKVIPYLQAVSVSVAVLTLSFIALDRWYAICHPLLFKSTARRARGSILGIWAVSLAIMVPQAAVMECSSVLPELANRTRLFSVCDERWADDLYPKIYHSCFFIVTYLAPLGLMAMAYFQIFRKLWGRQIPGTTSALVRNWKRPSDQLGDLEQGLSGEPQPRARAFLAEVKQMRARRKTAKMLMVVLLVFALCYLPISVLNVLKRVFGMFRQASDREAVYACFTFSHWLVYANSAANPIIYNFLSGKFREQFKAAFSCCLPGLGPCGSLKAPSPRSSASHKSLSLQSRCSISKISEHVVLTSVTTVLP
# * = called active by the depositor; i = inactive; . = no result given.
# Values in the order: CHT PAM	OX1R antag
CC(=O)OC(CC(=O)O)C[N+](C)(C)C (configuration not stated)
    i	3
NS(=O)(=O)c1cccc(NC(=O)Cn2cnc3ccccc3c2=O)c1
    i	-11
Cn1nnc(NC(=S)NC(=O)c2cccc3c(Br)cccc23)n1
    i	-16
Cc1ccc2cc(CN(CC3CCCO3)S(=O)(=O)c3ccccc3)c3nnnn3c2c1 (configuration not stated)
    i	-27
Fc1ccccc1NC(=S)NNc1ncc(C(F)(F)F)cc1Cl
    i	9
CCOCN(C(=O)Cn1c(COC)nc2ccccc21)c1c(C)cccc1CC
    i	-23
Cc1noc(C)c1C(=O)OCC(=O)N1CCN(S(=O)(=O)c2ccc3ccccc3c2)CC1
    i	-29
CCOC(=O)CNC(=O)CSc1nnc(Cn2cnc3ccccc32)n1C
    i	1
C[C@@H]1CC2[C@@H]3CC[C@H]4CC(=O)CC[C@]4(C)C3=CC[C@]2(C)[C@@]1(O)C(=O)CO (some centres not stated)
    i	-12
O=C(CN1C(=O)C(=O)N(C2CCCC2)C1=O)NCCc1ccc(Cl)cc1Cl
    .	2
Cc1ccc(C)c(CSc2ncccc2C(=O)O)c1
    i	-11
O=C(CSc1nnc(COc2ccccc2)o1)N1CCOCC1
    i	-8
COc1cc([N+](=O)[O-])ccc1-c1ccc(/C=N\n2cnnc2)o1
    i	.
Cc1nc(OCc2ccccc2)c2ccccc2n1
    i	1
C/C(=C\c1ccco1)C1C(C#N)=C(N)Oc2n[nH]c(-c3ccccc3)c21 (configuration not stated)
    i	-12
C#CCNC(=O)C1=C[C@H](c2ccc3c(c2)OCO3)[C@@H](CCCO)[C@H](OCC)O1
    i	-12
C[C@H](CO)N1C[C@H](C)[C@@H](CN(C)Cc2ccc3c(c2)OCO3)Oc2c(NS(C)(=O)=O)cccc2C1=O
    .	-14
Cc1nn(C)c(C(=O)N/N=C/c2ccc(C(F)(F)F)cc2)c1[N+](=O)[O-]
    i	-9
COc1ccc(-c2nc(-c3ccccc3)nc(N3CCN(C)CC3)c2C#N)cc1
    i	-23
COc1ccccc1C(CNC(=O)C(C)(C)Oc1ccc(Cl)cc1)N1CCCC1 (configuration not stated)
    i	-27
Cc1ccc(C2(C)NC(=O)N(CC(=O)N(Cc3ccccc3)C(C)(C)C)C2=O)cc1 (configuration not stated)
    i	-35
O=C(CN(Cc1cccs1)C(=O)CSc1nnc(COc2ccccc2)o1)NC1CCCC1
    i	-33
CCc1ccc(-c2cc3c(=O)n(CC(=O)NCCCN4CCN(Cc5ccccc5)CC4)nc(C)n3n2)cc1
    i	-13
CN1/C(=C\C(=O)COC(=O)c2ccccc2O)C(C)(C)c2ccccc21
    i	-4
COc1ccc(S(=O)(=O)c2nnn(-c3ccccc3Cl)c2N)cc1
    i	0
O=[N+]([O-])CC(c1ccccc1)c1c[nH]c2ccccc12 (configuration not stated)
    i	-5
CN(C(=O)c1cc2n(n1)C(C(F)(F)F)CC(c1ccco1)N2)c1ccccc1 (configuration not stated)
    i	-27
CC(C)=CC(=O)NCCc1ccccc1
    i	7
COc1ccc(N2CCN(c3oc(COc4ccccc4)nc3C#N)CC2)cc1
    i	-5
Cc1ccc(N(CC(=O)Nc2c(C)cccc2C)S(C)(=O)=O)cc1
    i	-17
CCC(=O)C1CCCN(C(=O)c2ccc(OC3CCN(C(=O)CCOC)CC3)cc2)C1 (configuration not stated)
    i	-9
C/C(=N\Nc1ccc(C(F)(F)F)cn1)c1ccc(S(=O)(=O)NCc2ccco2)cc1
    i	30
Cc1ccn2c(CNCCCn3cccn3)c(C(=O)N3CCCCCC3)nc2c1
    i	-15
COC(=O)C1=NN(c2ccc(C)cc2)C2C(=O)N(c3ccccc3OC)C(=O)C12 (configuration not stated)
    i	-34
Cc1ccc(OCc2nc(C#N)c(N3CCCCC3)o2)cc1
    i	-21
COC(=O)CN1C(=S)N(Cc2ccccc2)C(=O)C1CC(=O)Nc1ccc(Br)cc1 (configuration not stated)
    i	7
O=C(c1ccco1)N1CCN(CCOCCOc2cccc3ccccc23)CC1
    i	-26
Cc1ccc(C(=O)SC2=NCCS2)cc1
    i	-2
NNC(=O)c1ccc(Cn2cc(Br)cn2)o1
    i	-21
CCOC(=O)c1sc(NC(=O)CSC(=S)N2CCN(C)CC2)nc1C
    i	-6
CCS(=O)(=O)N(CC(=O)Nc1cccc2ccccc12)c1ccc(OC)cc1
    .	-8
C#CCNC(=O)C1=C[C@H](c2coc3ccccc3c2=O)C[C@H](OCCCCO)O1
    i	-10
CCCCN(C(=O)Nc1ccc(OCC)cc1)C1CCN(C(C)=O)CC1
    i	-6
NC(=O)c1ccnc2c(O)cccc12
    .	2
COCCn1c(CCC(=O)O)nc2c1c(=O)[nH]c(=O)n2CC(C)C
    i	-7
CCn1c(SCc2cc(=O)n3ccsc3n2)nc2ccccc21
    i	-19
CCOc1ccc(OCC)c(NC(=O)CN2CCN(c3cc(C)ccc3C)CC2)c1
    i	-12
O=C(Nc1ccc(N2CCN(C(=O)C3CC3)CC2)cc1)c1cccs1
    i	-15
Cc1ccc2c(c1)-c1nc3ccccc3cc1C2=NC1CCCCC1
    i	-2
O=C(CN1CCc2cc3c(cc2C1)OCCCO3)Nc1ccc(S(=O)(=O)N2CCCC2)cc1
    i	-8
N#C/C(=C\c1ccc(OCc2ccc(F)cc2)cc1)C(=O)Nc1cccc(C(=O)O)c1
    i	-11
COc1ccc2[nH]c3c(c2c1)CCN1C(=O)C(CC(=O)NCc2ccco2)C[C@H](C(=O)N2CCCCC2)[C@@]31C (some centres not stated)
    .	-25
Cc1noc(C)c1NC(=O)N(C)C[C@H]1Oc2ccc(NC(=O)c3ccncc3)cc2C(=O)N([C@H](C)CO)C[C@@H]1C
    .	16
CNC(=O)C1CCN(S(=O)(=O)c2c(C)noc2/C=C/c2ccccc2F)CC1
    i	-6
CC(C)OCCCNC(=O)c1cccs1
    i	-12
O=C(C[n+]1ccc(-c2ccccc2)cc1)Nc1ccc([N+](=O)[O-])cc1
    i	-3
CC(=O)Nc1ccc(C(=O)COC(=O)C2CCCCC2)c(F)c1
    .	-16
Cn1c(=O)[nH]c(=O)c2c1nc(N1CCc3ccccc3C1)n2CCSc1nc2ccccc2s1
    i	-5
COc1ccc(OC)c(CN2CCN(C(=O)[C@@H](NC(=O)c3cccc(C)c3)C(C)C)CC2)c1
    .	-40
CCOc1ccccc1/C=N/NC(=O)c1nnn(-c2nonc2N)c1CN1CCCC1
    i	-5

# Next part
# Values in the order: CHT PAM	OX1R antag
Cc1nnc(Sc2cc(C(=O)NC3CC3)c3ccccc3n2)s1
    i	-20
CCOC(=O)CN(C(=O)c1ccccc1)c1ccccc1C
    i	-9
Cc1ccc(-c2csc(N3CCC[C@@H]3C(=O)NCCn3c(-c4ccncc4)nc4ccccc43)n2)cc1
    i	-35
Cc1nc(CNC(=O)C2CCC(=O)N(CCc3ccc(Cl)cc3)C2)sc1C (configuration not stated)
    i	-20
CS(=O)(=O)N1CCc2cc(C(=O)Nc3ccccc3Cl)ccc21
    i	-16
COc1cc(CN2CCCC(C(=O)c3ccc(SC)cc3)C2)cc(Cl)c1O (configuration not stated)
    i	-24
Clc1ccccc1Cc1noc(CN2CCCCC2c2ccccn2)n1 (configuration not stated)
    i	-17
O=C(Nc1ccc(N2CCN(C(=O)c3ccco3)CC2)cc1)c1ccccc1Br
    i	-15
CCN(Cc1nc(-c2ccccc2)no1)C(=O)c1ccco1
    i	-24
CCOc1cccc(OCCCCn2cnc3ccccc3c2=O)c1
    i	-29
CCCc1cc(=O)[nH]c(SCC(=O)N(CC)C2CCS(=O)(=O)C2)n1 (configuration not stated)
    i	-19
CCCC1(c2ccccc2)NC(=O)N(CC(=O)Nc2sc(-c3ccccc3)cc2C(=O)OCC)C1=O (configuration not stated)
    i	-13
CCC1(CC)NC(=O)N(CC(=O)OCC(=O)Nc2ccccc2OC(F)F)C1=O
    .	-8
O=c1[nH]c(=O)n(C2OC(CO)C(O)C2O)cc1Br (configuration not stated)
    i	-10
Cc1ccccc1NC(=S)NC(C)C(c1cccs1)N1CCOCC1 (configuration not stated)
    i	-13
Cc1ccc(S(=O)(=O)Nc2cccc(C(=O)NCC3(N4CCCCC4)CCCCC3)c2)cc1F
    i	-16
COc1ccc(S(=O)(=O)N(CCCN2CCOCC2)Cc2ccc(OC)c(OC)c2)cc1
    i	-27
CCCc1nn(-c2cc(Cl)ccc2OC)c2c1C(=O)CC(C)(C)C2
    i	-28
CCN(CC)c1ccc(/C=C2\C(=N)N3N=C(CC(=O)N4CCOCC4)SC3=NC2=O)cc1
    i	10
O=C(NC1CCN(Cc2ccccc2)CC1)c1cccc(OC(F)F)c1
    i	-26
O=S(=O)(Nc1cccc(-n2cnnn2)c1)c1ccccc1
    i	-12
O=C(c1ccccc1Br)N1CCn2c1nc1ccccc12
    i	-7
COCCNc1ccc(N2C(=O)C3CCCCC3C2=O)cc1[N+](=O)[O-] (configuration not stated)
    i	-11
CC(=O)Nc1ccc(OC(=O)CC2SC(=O)NC2=O)cc1 (configuration not stated)
    i	-2
Cc1ccc(C(=O)COC(=O)CCC(=O)NC2CCCCC2)cc1C
    i	-23
C/C=C(\C)C(=O)N1CC2(CC(c3cccc(NC(=O)COc4ccc(Cl)cc4)c3)=NO2)C[C@@H]1C(N)=O (some centres not stated)
    i	-15
CCOc1ccc(-n2c(=O)c3c4c(sc3n(CC(=O)NCc3ccco3)c2=O)CCC4)cc1
    i	-10
COc1c(C)cc(C(=O)C2CCCN(C(=O)/C=C/c3ccccn3)C2)cc1C (configuration not stated)
    i	-34
COc1ccc(CNc2cc(C)nc3ncnn23)c(OC)c1
    i	1
O=c1c2ccccc2ncn1Cc1ccc2c(c1)OCO2
    i	-17
COc1ccc(C)cc1NC(=O)C(Sc1nnc(-c2cccs2)o1)c1ccccc1 (configuration not stated)
    i	-33
Clc1cccc(CN2CCN(Cc3ccco3)CC2)c1
    i	-9
COc1ccc2c(c1)[nH]c1c(N3CCSCC3)ncnc12
    i	6
CC12CCC(C[N+](C)(C)C1)C2(C)C (configuration not stated)
    i	-11
Cc1cc(=O)[nH]c(SCC(=O)NCc2ccco2)n1
    i	-14
COc1ccc(C(=O)N2CCCC(N3CCN(c4ccccc4OC)CC3)C2)c(OC)n1 (configuration not stated)
    i	-18
CC(=O)c1cccc(N(C(=O)Cn2nnc3ccccc32)C(C(=O)NCC2CCCO2)c2ccc(N3CCOCC3)cc2)c1 (configuration not stated)
    i	-27
CC(=O)Nc1ccc(NC(=O)c2ccccc2S(=O)(=O)c2ccccc2[N+](=O)[O-])cc1
    i	-8
COc1cccc(-c2csc(NC(=O)C3CC3)n2)c1
    i	-24
CN(C)S(=O)(=O)c1ccc(C(=O)Oc2coc(CSc3ncccn3)cc2=O)cc1
    i	3
O=C(Nc1nnc(SCc2ccccn2)s1)C1CC(=O)N(c2ccc(F)cc2)C1 (configuration not stated)
    i	-11
O=C(COC(=O)c1cccc(C(F)(F)F)c1)NCc1ccc(Cl)cc1
    i	0
CNC(=O)c1[nH]cnc1C(=O)N[C@@H](CC(C)C)C(=O)OC(C)(C)C
    i	-26
Cc1ccc(C)c(NS(=O)(=O)c2ccc(OCC(=O)NCc3ccccn3)cc2)c1
    i	-11
CN(C(=O)CCn1c(=S)oc2ccccc21)C1CCCCC1
    i	-27
CCC(C)[C@H](NC(=O)NCC1CCCO1)C(=O)OC (some centres not stated)
    i	-16
Cc1ccc(OCCOc2cccc(Br)c2)c([N+](=O)[O-])n1
    i	5
CC1CCN(C(=O)CN2C(=O)C(C)(C)Oc3ccc(C(=O)NC4CCCC4)cc32)CC1
    i	-16
CC1CCN(S(=O)(=O)c2ccc(Cl)cc2)CC1
    i	-15
COc1ccc(Br)cc1CNC(=O)C1CCN(S(=O)(=O)N2CCC(C)CC2)CC1
    i	-33
O=C(Cc1ccccc1)NCCCN1CCN(CCCNC(=O)Cc2ccccc2)CC1
    i	1
O=S(=O)(c1ccccc1)N1CCN(c2nc3ccccc3s2)CC1
    i	-18
CCCOC(=O)CSc1nnc(-c2ccc(Cl)cc2Cl)o1
    i	-14
Cc1nn(C(C)C(=O)NC2CCC(C)CC2)c(=O)c2nn(-c3ccccc3)c(C)c12 (configuration not stated)
    i	-39
COc1cccc(/C=N/NC(=O)CCC(=O)Nc2ccc(Br)cc2)c1
    i	-18
CCc1ccc2oc(=O)cc(CN3CCN(c4ccc(F)cc4)CC3)c2c1
    i	-26

# Looked up one by one from the list above:
# Values in the order: CHT PAM	OX1R antag
CC1CCN(C(=O)CN2C(=O)C(C)(C)Oc3ccc(C(=O)NC4CCCC4)cc32)CC1
    i	-16
CNC(=O)c1[nH]cnc1C(=O)N[C@@H](CC(C)C)C(=O)OC(C)(C)C
    i	-26
CCC(C)[C@H](NC(=O)NCC1CCCO1)C(=O)OC (some centres not stated)
    i	-16
Clc1cccc(CN2CCN(Cc3ccco3)CC2)c1
    i	-9

# 7 entries from above, as comma-separated lines:
Compound,CHT PAM,OX1R antag
COc1ccc(C(=O)N2CCCC(N3CCN(c4ccccc4OC)CC3)C2)c(OC)n1 (configuration not stated),i,-18
CCC(C)[C@H](NC(=O)NCC1CCCO1)C(=O)OC (some centres not stated),i,-16
CC(=O)Nc1ccc(NC(=O)c2ccccc2S(=O)(=O)c2ccccc2[N+](=O)[O-])cc1,i,-8
CC12CCC(C[N+](C)(C)C1)C2(C)C (configuration not stated),i,-11
Cc1ccc(C)c(NS(=O)(=O)c2ccc(OCC(=O)NCc3ccccn3)cc2)c1,i,-11
Cc1nn(C(C)C(=O)NC2CCC(C)CC2)c(=O)c2nn(-c3ccccc3)c(C)c12 (configuration not stated),i,-39
O=C(COC(=O)c1cccc(C(F)(F)F)c1)NCc1ccc(Cl)cc1,i,0
